aSyn rescue = alpha-synuclein toxicity inhibition in yeast; 370,000 compounds, 0.14% hits; Yeast expressing alpha-synuclein, growth rescue, BacTiter-Glo, 24 h; Potency, µM (titrated, usually from 46.1 µM), inactives show top-dose growth rescue (activation), usual class: activators; further: potency means the concentration at half of the fitted maximal effect; % of control where 0% means no effect; nearly all actives have a fitted effect of over 65% in size
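Rescue of yeast growth: cells expressing toxic alpha-synuclein, induced in galactose at OD600 0.02, incubated with compound 24 h at 30 C. ATP luminescence quantified growth; inhibitors of toxicity appear as activators.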
PI5P4Ka inh = inhibitors of human PI5P4K alpha; max response, %; AID 652105; PI5P4Kalpha enzyme, ADP-Glo luminescence, 60 min; hits give low values; 330,000 compounds, 1.2% hits; active means max response of -50% or lower; inconclusive means between -30% and -50%; inactive means -30% or higher; further: value at the top dose of about 77 µM; on the % scale 0 is the no-effect control and ±100 the full control effect
Target sequence (P48426 whole entry, looked up): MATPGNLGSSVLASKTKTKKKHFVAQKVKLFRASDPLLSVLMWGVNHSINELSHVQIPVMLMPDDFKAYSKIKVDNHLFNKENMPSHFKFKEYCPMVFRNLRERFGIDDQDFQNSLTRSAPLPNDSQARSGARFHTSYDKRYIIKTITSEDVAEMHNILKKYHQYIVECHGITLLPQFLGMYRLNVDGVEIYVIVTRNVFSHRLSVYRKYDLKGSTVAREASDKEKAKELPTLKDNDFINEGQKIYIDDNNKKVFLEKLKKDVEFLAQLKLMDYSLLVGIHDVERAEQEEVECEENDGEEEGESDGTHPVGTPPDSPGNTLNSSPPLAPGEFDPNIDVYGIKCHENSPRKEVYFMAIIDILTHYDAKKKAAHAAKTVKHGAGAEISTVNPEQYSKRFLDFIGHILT
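ADP-Glo luminescence end-point read after a 60 min room-temperature kinase reaction of PI5P4Kalpha plus substrate, initiated with ATP at 5 microM final. Buffer: 0.038 M HEPES pH 7.4, EGTA, 0.1% CHAPS, 5% DMSO.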
EPAC1 ag = agonists of human EPAC1 | O95398 | EPAC1 agonist qHTS, biochemical assay; response scale: 100% = response to 6.5 mM cAMP | Potency, µM (top dose mostly 154 µM), without a hit: top-dose activation, hits mostly activators | 360,000 compounds, 0.073% hits | AID 720707; further: potency means the concentration at half of the fitted maximal effect; nearly all actives have a fitted effect of over 60% in size
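Nucleotide exchange by EPAC1 (100 nM) on Rap1B–BODIPY-GDP (250 nM) in the presence of 50 uM GDP is tracked fluorescently at 480/540 nm over 30 min. Signals are normalized to a 6.5 mM cAMP control.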
IL2 activator = activators of IL-2 | AID 652025 | activation, % (series mostly up to about 46 µM) | 360,000 compounds, 0.065% hits | IL-2 activation reporter assay, cell-based qHTS; stimulated with anti-CD3/CD4/CD28 beads; in transgenic mouse T cells; in the data active means activation above about 50%; inconclusive means mostly about 30% to 49%; further: 0% is about no effect
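Unstimulated transgenic mouse T cells; 60-min compound exposure; bead-based TCR/CD4/CD28 stimulation; 18 h culture, 37 degrees C; dual fluorescence (EGFP, DsRed) plate cytometry.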
Abeta rescue = restores growth of yeast expressing A-beta42 peptide. yeast expressing A-beta42, growth rescue, OD600, 48 h; response scale: 0% DMSO, 100% iron-clioquinol control. Potency, µM (doses to about 46.1 µM), for the others: top-dose growth rescue, usual class: activators. 410,000 compounds, 0.063% hits. AID 1347071; further: potency means the concentration at half of the fitted maximal effect; nearly all actives have a fitted effect of over 55% in size
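Yeast A-beta toxicity model in growth medium with pinned compounds, 48 h at 30 C; growth read as absorbance at 600 nm. Normalized to FeCl3/clioquinol equimolar mix (positive) and DMSO (negative).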
WRN helicase inh = blocks human WRN helicase. Q14191. WRN helicase unwinding, fluorescent forked duplex, kinetic. Potency, µM (doses to about 114 µM), for the others: top-dose activity change, negative = inhibition, actives largely listed as inhibitors. 360,000 compounds, 0.46% hits. AID 651768; further: potency means the concentration at half of the fitted maximal effect; on the % scale 0 is the no-effect control and ±100 the full control effect; nearly all actives have a fitted effect of over 55% in size
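WRN at 20 nM final was preincubated with compound for 15 min at room temperature; reaction started with 100 nM forked duplex oligonucleotide carrying fluorophore and quencher plus 2 mM ATP (final). Unwinding followed kinetically by red fluorescence (ex 525/em 598 nm).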
EPAC1 antagonist = blocks human EPAC1 exchange factor | EPAC1 GEF assay, Rap1b-BODIPY-GDP exchange fluorescence | Potency, µM (doses to about 115 µM), for the others: at the highest dose activity change, negative = inhibition, hits mostly inhibitors | 360,000 compounds, 0.14% hits;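 further: potency means the concentration at half of the fitted maximal effect; plate controls were vehicle for no effect and positive control for full effect; nearly all actives have a fitted effect of over 50% in size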
FUS yeast rescue = FUS proteinopathy suppression in yeast. S. cerevisiae FUS-expressing, growth rescue, OD600, 24 h. Potency, µM (top dose mostly 76.6 µM), without a hit: top-dose growth rescue (activation), hits mostly activators. 390,000 compounds, 0.24% hits. AID 1347120;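 further: potency means the concentration at half of the fitted maximal effect; plate controls were DMSO vehicle for no effect and reference control for full effect; nearly all actives have a fitted effect of over 55% in size; some results filed as inactive show a strong effect at the top dose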
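FUS-expressing yeast, raffinose-pregrown, induced in 2% galactose minimal medium at OD 0.005; compounds in a dilution series, 24hr at 30C. Growth restoration read as absorbance at 600 nm. CP55940 positive control, DMSO negative.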
PLK1 PBD block = inhibitors of human PLK1 polo-box domain binding. 360,000 compounds, 2.8% hits. P53350. Potency, µM, inactives show max response, negative = inhibition, most hits filed as inhibitors. AID 720504. Plk1 PBD binding of FITC phosphopeptide, fluorescence polarization; further: potency means the concentration at half of the fitted maximal effect; series mostly up to about 57 µM; on the % scale 0 is the no-effect control and ±100 the full control effect; nearly all actives have a fitted effect of over 65% in size
Target sequence (P53350 whole entry, looked up, the tested form may be a part): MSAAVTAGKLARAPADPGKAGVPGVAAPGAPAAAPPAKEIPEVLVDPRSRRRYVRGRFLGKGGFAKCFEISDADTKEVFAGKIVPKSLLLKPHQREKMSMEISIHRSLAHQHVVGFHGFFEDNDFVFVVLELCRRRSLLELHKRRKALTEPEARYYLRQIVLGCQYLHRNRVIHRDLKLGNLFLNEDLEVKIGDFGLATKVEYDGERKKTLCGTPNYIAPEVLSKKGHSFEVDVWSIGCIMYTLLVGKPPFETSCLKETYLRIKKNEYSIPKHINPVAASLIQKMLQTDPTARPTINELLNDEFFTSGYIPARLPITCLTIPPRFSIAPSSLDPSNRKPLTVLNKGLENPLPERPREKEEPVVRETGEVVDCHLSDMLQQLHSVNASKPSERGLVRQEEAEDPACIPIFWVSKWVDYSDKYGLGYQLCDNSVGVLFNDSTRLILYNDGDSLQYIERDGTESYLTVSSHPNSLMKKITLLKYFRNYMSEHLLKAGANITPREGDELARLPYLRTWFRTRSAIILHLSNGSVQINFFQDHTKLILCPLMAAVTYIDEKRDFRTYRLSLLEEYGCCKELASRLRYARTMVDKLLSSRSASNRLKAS
* hit, by the source's call; & = joins results of further samples; [ ] = another dose, or the depositor's remark. Unless noted, the call rests on the fitted dose curve; in most records, active means well fitted curve in the direction sought with a large enough effect; inconclusive means small, poorly fitted or top-dose-only effect, or another doubt; inactive means no such curve, though single readings can be large; an effect the other way counts as inactive or inconclusive.

`CCOC(=O)c1c(-c2cccc(C)c2)csc1NC(=O)C1CC=CCC1C(=O)O` (stereo not drawn) gave aSyn rescue -57%[inhibitor], PI5P4Ka inh 0, EPAC1 ag 2%, IL2 activator 0.6, Abeta rescue -52%[inhibitor], WRN helicase inh -1%, EPAC1 antagonist 8%, FUS yeast rescue -11% and PLK1 PBD block inconclusive.
`Brc1ccc(-c2nnc(-c3ccccc3Br)o2)cc1` gave aSyn rescue -2%, EPAC1 ag 1%, IL2 activator -2.7, Abeta rescue -16%, WRN helicase inh -3%, EPAC1 antagonist 17%, FUS yeast rescue 30% and PLK1 PBD block -8%.
Screening O=C(c1ccccc1NS(=O)(=O)c1ccc(F)cc1)N1CCCCC1 returned aSyn rescue -12%, PI5P4Ka inh -4, EPAC1 ag 15%, IL2 activator -3.4, Abeta rescue 0%, WRN helicase inh -29%, EPAC1 antagonist 2% and PLK1 PBD block -1%.
Screening COc1ccc(/C=C/C(=O)N(C)c2ccccc2C(=O)O)cc1 returned aSyn rescue -9%, PI5P4Ka inh 3, EPAC1 ag 14%, IL2 activator -0.5, Abeta rescue 0%, WRN helicase inh -8%, EPAC1 antagonist -2%, FUS yeast rescue 5% and PLK1 PBD block -10%.
`COc1cccc(-n2cnc3sc(C)cc3c2=O)c1` gave aSyn rescue -4%, PI5P4Ka inh 1, EPAC1 ag 9%, IL2 activator -2.0, Abeta rescue -15%, WRN helicase inh 0%, EPAC1 antagonist -19%, FUS yeast rescue 18% and PLK1 PBD block -9%.
For COC(=O)c1ccc(COC(=O)CNS(=O)(=O)c2ccccc2)cc1 the results were aSyn rescue 5%, PI5P4Ka inh -1, EPAC1 ag 11%, IL2 activator 0.4, Abeta rescue -7%, WRN helicase inh -5%, EPAC1 antagonist -19%, FUS yeast rescue -34% and PLK1 PBD block 4%.
`O=S(=O)(c1ccc(-n2cnnn2)cc1)N1CCC(N2CCCCC2)CC1` gave aSyn rescue 2%, PI5P4Ka inh 0, EPAC1 ag 2%, IL2 activator -0.3, Abeta rescue -8%, WRN helicase inh -12%, EPAC1 antagonist -27%, FUS yeast rescue -19% and PLK1 PBD block 6%.
O=C1CN(C(=O)CN2CCOCC2)C(c2ccccc2)c2cc(Br)ccc2N1 (stereo not drawn) was read as aSyn rescue 0%, PI5P4Ka inh 6, EPAC1 ag 10%, IL2 activator -2.0, Abeta rescue -1%, WRN helicase inh -6%, EPAC1 antagonist -3%, FUS yeast rescue -22% and PLK1 PBD block -5%.
Cc1ccsc1C(=O)OCc1nc2ccsc2c(=O)[nH]1 was read as aSyn rescue -13%, PI5P4Ka inh -1, EPAC1 ag 9%, IL2 activator -3.1, Abeta rescue 10%, WRN helicase inh -5%, EPAC1 antagonist -5%, FUS yeast rescue 15% and PLK1 PBD block -4%.
For CCOCCCNCc1ccc(OCC(=O)N2CCOCC2)c(OC)c1 the results were aSyn rescue 3%, PI5P4Ka inh 5, EPAC1 ag 4%, IL2 activator 2.3, Abeta rescue 0%, WRN helicase inh 2%, EPAC1 antagonist 13%, FUS yeast rescue -15% and PLK1 PBD block 2%.
For Cc1onc(-c2ccccc2Cl)c1C(=O)N1CCN(C/C=C/c2ccccc2)CC1 the results were aSyn rescue 11%, EPAC1 ag 11%, IL2 activator -0.2, Abeta rescue 4%, WRN helicase inh -6%, EPAC1 antagonist -7%, FUS yeast rescue 8% and PLK1 PBD block -8%.
Screening Cc1ccccc1NC(=O)C1c2cccc[n+]2CC(=O)N1c1c(C)cccc1C (stereo not drawn) returned aSyn rescue 1%, PI5P4Ka inh inconclusive, EPAC1 ag -2%, IL2 activator 1.7, Abeta rescue 19%, WRN helicase inh -5%, EPAC1 antagonist -11%, FUS yeast rescue inconclusive and PLK1 PBD block inconclusive.
Screening COC(=O)c1ccc(Cn2nc(-c3ccc(C)cc3)ccc2=O)cc1 returned aSyn rescue 6%, PI5P4Ka inh 10, EPAC1 ag 0%, IL2 activator 0.5, Abeta rescue -19%&-11%, WRN helicase inh -2%, EPAC1 antagonist 2%, FUS yeast rescue 7%&-6% and PLK1 PBD block -3%.
For Cn1c(SCc2ccccc2)nnc1-c1ccc2nonc2c1 the results were aSyn rescue 5%, PI5P4Ka inh -3, EPAC1 ag 9%, IL2 activator -0.6, Abeta rescue 5%, WRN helicase inh -16%, EPAC1 antagonist 7%, FUS yeast rescue -5% and PLK1 PBD block -10%.
CCc1ccc(C(O)(CNCc2ccccc2)c2ccccc2)cc1 (stereo not drawn) was read as aSyn rescue 2%, PI5P4Ka inh 12, EPAC1 ag 6%, IL2 activator -0.8, Abeta rescue 3%, WRN helicase inh -1%, EPAC1 antagonist -3%, FUS yeast rescue 0% and PLK1 PBD block -5%.
COc1ccc(N2CC(C(=O)Nc3ccc(S(=O)(=O)N4CCCCC4)cc3)CC2=O)cc1 (stereo not drawn) was read as aSyn rescue 5%, PI5P4Ka inh -15, EPAC1 ag 2%, IL2 activator -2.8, Abeta rescue 9%, WRN helicase inh -20%, EPAC1 antagonist -9% and PLK1 PBD block -3%.
`O=C(CSc1nc2ccccc2c(=O)n1-c1ccccc1F)NC1CCS(=O)(=O)C1` (stereo not drawn) gave aSyn rescue -6%, PI5P4Ka inh 2, EPAC1 ag -2%, IL2 activator -0.4, Abeta rescue 2%, WRN helicase inh 2%, EPAC1 antagonist 1%, FUS yeast rescue -4% and PLK1 PBD block 4%.
CCn1c(C)nc([N+](=O)[O-])c1C(=O)O was read as aSyn rescue 2%, PI5P4Ka inh 3, EPAC1 ag 9%, IL2 activator 0.0, Abeta rescue -6%, WRN helicase inh -19%, EPAC1 antagonist 3%, FUS yeast rescue -6% and PLK1 PBD block -8%.
`Clc1ccccc1OCCN1CCC(Cc2ccccc2)CC1` gave aSyn rescue 1%, PI5P4Ka inh 5, EPAC1 ag -9%, IL2 activator -0.8, Abeta rescue -4%, WRN helicase inh -7%, EPAC1 antagonist 0%, FUS yeast rescue -2% and PLK1 PBD block 5%.
For OCCn1c(-c2ccc3c(c2)OCO3)csc1=Nc1ccccc1 the results were aSyn rescue -2%, PI5P4Ka inh 2, EPAC1 ag 12%, IL2 activator 0.5, Abeta rescue -8%, WRN helicase inh -5%, EPAC1 antagonist -6%, FUS yeast rescue 11% and PLK1 PBD block -17%.

Quoted at random: two compounds from above, in no set order.
COc1ccc(N2CC(C(=O)Nc3ccc(S(=O)(=O)N4CCCCC4)cc3)CC2=O)cc1 (stereo not drawn) was read as aSyn rescue 5%, PI5P4Ka inh -15, EPAC1 ag 2%, IL2 activator -2.8, Abeta rescue 9%, WRN helicase inh -20%, EPAC1 antagonist -9% and PLK1 PBD block -3%.
CCn1c(C)nc([N+](=O)[O-])c1C(=O)O was read as aSyn rescue 2%, PI5P4Ka inh 3, EPAC1 ag 9%, IL2 activator 0.0, Abeta rescue -6%, WRN helicase inh -19%, EPAC1 antagonist 3%, FUS yeast rescue -6% and PLK1 PBD block -8%.

Further records follow:
Screening NC(=O)c1ccc(NC(=O)CN2CCN(c3ccc(Cl)cc3)CC2)cc1 returned aSyn rescue -5%, PI5P4Ka inh -8, EPAC1 ag -1%, IL2 activator 2.6, Abeta rescue -12%, WRN helicase inh -11%, EPAC1 antagonist 8%, FUS yeast rescue -11% and PLK1 PBD block -19%.
Screening CCCC1Cc2nc(N3CCCCC3)c(C#N)cc2CO1 (stereo not drawn) returned aSyn rescue -4%, EPAC1 ag 4%, IL2 activator -0.8, Abeta rescue -12%, WRN helicase inh -4%, EPAC1 antagonist -3%, FUS yeast rescue 32% and PLK1 PBD block -6%.
`N#CC(c1ccc(Cl)cc1)c1cccc(Cl)n1` (stereo not drawn) gave aSyn rescue 7%, PI5P4Ka inh -2, EPAC1 ag 0%, IL2 activator -1.8, Abeta rescue -7%, WRN helicase inh 0%, EPAC1 antagonist -19%, FUS yeast rescue -17% and PLK1 PBD block -6%.
Screening CN(C)CCNC(=O)C(=O)NCC1OCCCN1S(=O)(=O)c1cccs1 (stereo not drawn) returned aSyn rescue 1%, PI5P4Ka inh -6, EPAC1 ag 1%, IL2 activator 0.7, Abeta rescue 7%, WRN helicase inh -10%, EPAC1 antagonist 3% and PLK1 PBD block -3%.
`Cc1ccc2nc(CC(O)(c3ccccc3)c3ccccc3)ccc2c1` gave aSyn rescue 3%, PI5P4Ka inh 9, EPAC1 ag 7%, IL2 activator -3.4, Abeta rescue 10%, WRN helicase inh -1%, EPAC1 antagonist 7%, FUS yeast rescue -5% and PLK1 PBD block 3%.
`Cc1ccc(C(C)(C)C)c(OCCCCN2CCCC2)c1` gave aSyn rescue -1%, PI5P4Ka inh 9, EPAC1 ag -12%, IL2 activator -0.1, Abeta rescue -5%, WRN helicase inh 3%, EPAC1 antagonist 8% and PLK1 PBD block -7%.
`CCCCN1C(N)=NC[C@@H]1CCCCN` gave aSyn rescue 7%, PI5P4Ka inh 0, EPAC1 ag 5%, IL2 activator -2.6, Abeta rescue 4%, WRN helicase inh -2%, EPAC1 antagonist 17%, FUS yeast rescue -3% and PLK1 PBD block -20%.
O=[N+]([O-])CC(c1ccc(F)cc1)c1c[nH]c2ccccc12 (stereo not drawn) was read as aSyn rescue inconclusive, PI5P4Ka inh 4, EPAC1 ag 2%, IL2 activator -5.4, Abeta rescue inconclusive, WRN helicase inh -1%, EPAC1 antagonist -17%, FUS yeast rescue -7% and PLK1 PBD block 6%.
`COc1ccc(NC(=O)CSc2nnc(-c3ccccn3)n2N)cc1Cl` gave aSyn rescue -1%, EPAC1 ag 1%, IL2 activator -1.9, Abeta rescue 9%, WRN helicase inh -6%, EPAC1 antagonist 2%, FUS yeast rescue 22% and PLK1 PBD block -2%.
Screening O=C(O)CC(=O)NC12CC3CC(CC(C3)C1)C2 returned aSyn rescue 4%&-5%, PI5P4Ka inh 8, EPAC1 ag -12%&0%, IL2 activator 0.4&-1.4, Abeta rescue 10%&-7%, WRN helicase inh 1%&-10%, EPAC1 antagonist 7%&-15%, FUS yeast rescue -5%&31% and PLK1 PBD block 0%&-7%.

High-throughput results (PubChem)
